EBNA-1 inh = EBNA-1 DNA-binding inhibitors, primary screen, biochemical, fluorescence polarization; inhibition, % at 14.8 µM; 300,000 tested, 0.34% active; AID 1950, 2009; in the data active = inhibition above about 28%
PAFAH1B2 inh = PAFAH1B2 enzyme inhibitors, primary screen, biochemical, fluorescence polarization, human; recombinant PAFAH1B2, FP-rhodamine activity probe; inhibition, % at 3.39 µM; 340,000 tested, 1.2% active; AID 492953, 2010;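 active = inhibition above the mean of all tested compounds plus 3 SD, cut at about 24% in these data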;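 note: 0% = enzyme with DMSO and 100% = wells lacking PAFAH1B2; many of its hits are not listed in these tables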
Target sequence (P68402 whole entry, looked up): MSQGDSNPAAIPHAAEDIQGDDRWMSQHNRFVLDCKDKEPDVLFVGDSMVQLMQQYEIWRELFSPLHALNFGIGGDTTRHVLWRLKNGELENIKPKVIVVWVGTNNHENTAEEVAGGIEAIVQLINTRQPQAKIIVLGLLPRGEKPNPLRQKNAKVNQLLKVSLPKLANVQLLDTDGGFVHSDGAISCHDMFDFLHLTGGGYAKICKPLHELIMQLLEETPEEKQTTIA
PREPL inh = PREPL enzyme inhibitors, primary screen, biochemical, fluorescence polarization; 320,000 tested, 0.68% active; AID 2751, 2010; inhibition, % at 5.96 µM; recombinant PREPL, fluorescence polarization activity-based probe; in the data active = inhibition above about 43%;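 note: 0% = enzyme with DMSO and 100% = wells lacking enzyme; many of its hits are not listed in these tables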
ZTA DNA inh = ZTA (EBV) inhibition in EBNA-1 counter-screen; ZTA-DNA binding, fluorescence polarization; inhibition, % at 11 µM; 320,000 tested, 0.15% active; AID 2234; in the data active = inhibition above about 33%
Target sequence (P03206 whole entry, looked up): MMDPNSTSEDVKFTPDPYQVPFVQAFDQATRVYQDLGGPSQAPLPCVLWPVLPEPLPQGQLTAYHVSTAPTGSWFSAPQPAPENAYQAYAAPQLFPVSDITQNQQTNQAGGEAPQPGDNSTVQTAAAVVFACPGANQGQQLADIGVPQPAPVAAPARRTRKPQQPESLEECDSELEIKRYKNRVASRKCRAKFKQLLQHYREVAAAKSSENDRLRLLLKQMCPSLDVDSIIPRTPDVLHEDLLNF
pPAFAH inh = pPAFAH enzyme inhibitors, primary screen, biochemical, fluorescence polarization, human | Platelet-activating factor acetylhydrolase (Homo sapiens), Q13093 | recombinant pPAFAH, FP-rhodamine probe fluorescence polarization | inhibition, % at 3.39 µM | 330,000 tested, 1.5% active;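 active = inhibition above the mean inhibition across the screen plus 3 SD, cut at about 25% in these data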;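 note: inhibitors block binding of the rhodamine activity-based probe so polarization drops; 0% = enzyme with DMSO and 100% = wells lacking pPAFAH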
PAFAH2 FP inh = PAFAH2 enzyme inhibitors, primary screen, biochemical, fluorescence polarization, human; Platelet-activating factor acetylhydrolase 2, cytoplasmic (Homo sapiens), Q99487; recombinant PAFAH2, FP-rhodamine activity probe; inhibition, % at 3.39 µM; 340,000 tested, 0.99% active; AID 492956, 2010;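 active = inhibition above the mean over all tested compounds plus 3 SD, cut at about 30% in these data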;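 note: inhibitors block probe labeling of enzyme so polarization drops; 0% = enzyme with DMSO and 100% = wells lacking PAFAH2 protein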
LYPLA2 counter = LYPLA2 inhibitors, primary screen, counter-screen for PME1 inhibitor project, biochemical, fluorescence polarization, FP-Rh probe ABPP. Acyl-protein thioesterase 2 (Homo sapiens), O95372. recombinant LYPLA2. inhibition, % at 5.9 µM. 320,000 tested, 0.38% active. AID 2177, 2009;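 active = inhibition above the screen-wide mean plus 3 SD, limit set per campaign, cut at about 26% in these data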;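 note: 0% = LYPLA2 with DMSO and 100% = wells lacking LYPLA2 enzyme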
LYPLA1 inh = LYPLA1 inhibitors, primary screen, counter-screen for PME1 inhibitor project, biochemical, fluorescence polarization, FP-Rh probe ABPP | recombinant LYPLA1 | inhibition, % at 5.9 µM | 320,000 tested, 0.16% active | Acyl-protein thioesterase 1 (Homo sapiens), O75608;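 active = inhibition above the mean of all tested compounds plus 3 SD, set per campaign, cut at about 14% in these data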;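 note: inhibitors block serine hydrolase probe labeling of LYPLA1 so polarization falls; 0% = enzyme with DMSO and 100% = wells lacking LYPLA1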
Target sequence (O75608 whole entry, looked up): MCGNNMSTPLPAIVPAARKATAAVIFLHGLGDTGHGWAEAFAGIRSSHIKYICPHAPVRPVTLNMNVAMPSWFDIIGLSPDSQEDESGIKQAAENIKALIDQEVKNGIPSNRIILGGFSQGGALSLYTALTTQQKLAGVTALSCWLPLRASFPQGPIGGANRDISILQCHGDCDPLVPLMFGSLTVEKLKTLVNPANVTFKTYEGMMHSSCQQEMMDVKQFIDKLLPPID
PAFAH1B3 inh = PAFAH1B3 enzyme inhibitors, primary screen, biochemical, fluorescence polarization, human; AID 492972, 2010; 340,000 tested, 0.28% active; recombinant PAFAH1B3, FP-rhodamine probe; inhibition, % at 3.39 µM; Platelet-activating factor acetylhydrolase IB subunit alpha1 (Homo sapiens), Q15102;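 active = inhibition above the screen-wide average of all tested compounds plus 3 SD, cut at about 25% in these data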;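 note: 0% = enzyme with DMSO only and 100% = wells lacking PAFAH1B3 protein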
Target sequence (Q15102 whole entry, looked up): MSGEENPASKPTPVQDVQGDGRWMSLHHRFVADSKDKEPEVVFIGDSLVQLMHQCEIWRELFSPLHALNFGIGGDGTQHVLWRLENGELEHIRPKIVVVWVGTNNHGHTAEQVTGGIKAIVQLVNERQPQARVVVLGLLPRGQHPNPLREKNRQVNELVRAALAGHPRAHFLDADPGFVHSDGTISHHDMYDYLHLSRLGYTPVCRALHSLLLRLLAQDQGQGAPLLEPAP
Active calls of the source: *. Only part of the results is shown. The share of hits here may be higher or lower than overall.

What do the screens show for `COc1cccc(/C=N/NC(=O)C(=O)Nc2ccccc2OC(F)(F)C(F)F)c1`?
EBNA-1 inh: 30*; PAFAH1B2 inh: 3; PREPL inh: -8; ZTA DNA inh: 13; pPAFAH inh: 2; PAFAH2 FP inh: -5; LYPLA2 counter: 4; LYPLA1 inh: 6; PAFAH1B3 inh: -3

How did O=C(O)COc1ccc(-c2nccc(-c3ccccn3)n2)cc1 do in these assays?
EBNA-1 inh: -1; PAFAH1B2 inh: 4; PREPL inh: 3; ZTA DNA inh: 15; pPAFAH inh: 1; PAFAH2 FP inh: 1; LYPLA2 counter: 3; LYPLA1 inh: 3; PAFAH1B3 inh: 5

What do the screens show for `CCCCOc1c(Br)cc(CNCCCN2CCOCC2)cc1OC`?
EBNA-1 inh: 4; PAFAH1B2 inh: 3; PREPL inh: 0; ZTA DNA inh: 10; pPAFAH inh: 6; PAFAH2 FP inh: 0; LYPLA2 counter: -3; LYPLA1 inh: -1; PAFAH1B3 inh: 3

What do the screens show for `C[C@@H]1CN(C2CCN(Cc3nc(C(c4ccccc4)c4ccccc4)no3)CC2)C[C@H](C)O1`?
EBNA-1 inh: 13; PAFAH1B2 inh: 5; PREPL inh: 13; ZTA DNA inh: -2; pPAFAH inh: -6; PAFAH2 FP inh: -1; LYPLA2 counter: -3; LYPLA1 inh: -3; PAFAH1B3 inh: 4

What do the screens show for `C/C(=N/OCC(=O)Nc1ccccc1)c1cccs1`?
EBNA-1 inh: 5; PAFAH1B2 inh: -5; PREPL inh: 6; ZTA DNA inh: 1; pPAFAH inh: 4; PAFAH2 FP inh: 8; LYPLA2 counter: 2; LYPLA1 inh: -2; PAFAH1B3 inh: 8

Results for O=C1N=C(N2CCN(Cc3ccccc3)CC2)S/C1=C/c1cccs1 ?
EBNA-1 inh: -7; PREPL inh: -22; ZTA DNA inh: -5; pPAFAH inh: 10; LYPLA2 counter: 47*; LYPLA1 inh: 25*

Results for CC1CC(C)(C)NC(=S)N1CCCC(=O)Nc1ccc2c(c1)OCCO2 (centres undefined) ?
EBNA-1 inh: -1; PAFAH1B2 inh: 1; PREPL inh: -7; ZTA DNA inh: 4; pPAFAH inh: 3; PAFAH2 FP inh: -1; LYPLA2 counter: 6; LYPLA1 inh: 2; PAFAH1B3 inh: 1

Results for CCOC(=O)C1=C(c2ccccc2)OC(N)=C(C#N)C1c1ccco1 (centres undefined) ?
EBNA-1 inh: -4; PAFAH1B2 inh: 3; PREPL inh: 5; ZTA DNA inh: 4; pPAFAH inh: 4; PAFAH2 FP inh: -1; LYPLA2 counter: 3; LYPLA1 inh: 0; PAFAH1B3 inh: -1

Results for CCN(CC)CCNC(=O)c1cc2cc3ccc(OC)cc3nc2o1 ?
EBNA-1 inh: 1; PAFAH1B2 inh: -6; PREPL inh: -41; ZTA DNA inh: 10; pPAFAH inh: 2; PAFAH2 FP inh: -1; LYPLA2 counter: 7; LYPLA1 inh: 2; PAFAH1B3 inh: -13

How did CCOc1ccc2c(c1)c1nnc(SCC(=O)N3CCCCC3C)nc1n2C (centres undefined) do in these assays?
EBNA-1 inh: -12; PAFAH1B2 inh: -5; PREPL inh: -7; ZTA DNA inh: 0; pPAFAH inh: -2; PAFAH2 FP inh: -1; LYPLA2 counter: -2; LYPLA1 inh: -4; PAFAH1B3 inh: -6

What do the screens show for `O=C(CNc1cccc(S(=O)(=O)N2CCCC2)c1)Nc1ccc(C(F)(F)F)cc1`?
EBNA-1 inh: 5; PAFAH1B2 inh: 1; PREPL inh: 7; ZTA DNA inh: -1; pPAFAH inh: 2; PAFAH2 FP inh: 3; LYPLA2 counter: 7; LYPLA1 inh: -1; PAFAH1B3 inh: 2

Results for Cc1ccccc1NC(=O)Cc1nc(COC(=O)c2ccc(Cl)nc2)cs1 ?
EBNA-1 inh: -7; PAFAH1B2 inh: -1; PREPL inh: -2; ZTA DNA inh: -6; pPAFAH inh: 10; PAFAH2 FP inh: -1; LYPLA2 counter: 1; LYPLA1 inh: -2; PAFAH1B3 inh: 0

2 consecutive entries already listed:
What do the screens show for `COc1cccc(/C=N/NC(=O)C(=O)Nc2ccccc2OC(F)(F)C(F)F)c1`?
EBNA-1 inh: 30*; PAFAH1B2 inh: 3; PREPL inh: -8; ZTA DNA inh: 13; pPAFAH inh: 2; PAFAH2 FP inh: -5; LYPLA2 counter: 4; LYPLA1 inh: 6; PAFAH1B3 inh: -3

How did O=C(O)COc1ccc(-c2nccc(-c3ccccn3)n2)cc1 do in these assays?
EBNA-1 inh: -1; PAFAH1B2 inh: 4; PREPL inh: 3; ZTA DNA inh: 15; pPAFAH inh: 1; PAFAH2 FP inh: 1; LYPLA2 counter: 3; LYPLA1 inh: 3; PAFAH1B3 inh: 5

Remaining list, next part
How did C=CCn1c(SC(C)C(=O)Nc2ccc(F)c(F)c2F)nnc1C1CC1 (centres undefined) do in these assays?
EBNA-1 inh: 2; PAFAH1B2 inh: 0; PREPL inh: 15; ZTA DNA inh: 0; pPAFAH inh: 35*; PAFAH2 FP inh: 0; LYPLA2 counter: 0; LYPLA1 inh: 2; PAFAH1B3 inh: -7

Results for COc1ccc(CN2C(=O)N(c3ccccc3)C(=O)C2CC(=O)Nc2ccccc2)cc1OC (centres undefined) ?
EBNA-1 inh: 4; PAFAH1B2 inh: 1; PREPL inh: 12; ZTA DNA inh: -6; pPAFAH inh: -4; PAFAH2 FP inh: 7; LYPLA2 counter: 4; LYPLA1 inh: 1; PAFAH1B3 inh: 2

What do the screens show for `COc1ccccc1C(C)NC(=O)Cc1ccc(S(=O)(=O)N2CCOCC2)s1` (centres undefined)?
EBNA-1 inh: -14; PAFAH1B2 inh: 1; PREPL inh: -2; ZTA DNA inh: -12; pPAFAH inh: 2; PAFAH2 FP inh: 4; LYPLA2 counter: 4; LYPLA1 inh: 4; PAFAH1B3 inh: 3

What do the screens show for `O=c1c2cc(NC(=S)NC3CCCCC3)ccc2nc2n1CCCCC2`?
EBNA-1 inh: 1; PAFAH1B2 inh: 28*; PREPL inh: 13; ZTA DNA inh: 8; pPAFAH inh: -3; PAFAH2 FP inh: 6; LYPLA2 counter: -2; LYPLA1 inh: -3; PAFAH1B3 inh: 2

What do the screens show for `CCOC(=O)C(c1ccccc1)C(Nc1ccccc1)c1ccccn1` (centres undefined)?
EBNA-1 inh: 7; PAFAH1B2 inh: 1; PREPL inh: -4; ZTA DNA inh: -6; pPAFAH inh: 0; PAFAH2 FP inh: 4; LYPLA2 counter: 1; LYPLA1 inh: 1; PAFAH1B3 inh: 9

How did Cc1cc(NC(=O)CSc2nncn2N)no1 do in these assays?
EBNA-1 inh: 7; PAFAH1B2 inh: 4; PREPL inh: 9; ZTA DNA inh: 6; pPAFAH inh: -4; PAFAH2 FP inh: 1; LYPLA2 counter: -3; LYPLA1 inh: 0; PAFAH1B3 inh: 7

What do the screens show for `C=CCn1c(SCC(=O)NC2CCCC2)nnc1-c1ccccn1`?
EBNA-1 inh: 0; PAFAH1B2 inh: 0; PREPL inh: -4; ZTA DNA inh: 1; pPAFAH inh: 0; PAFAH2 FP inh: -1; LYPLA2 counter: -1; LYPLA1 inh: -5; PAFAH1B3 inh: -4

Results for CC1(C)CC(=O)C(C=Nc2cccnc2/N=C/C2=C(O)CC(C)(C)CC2=O)=C(O)C1 ?
EBNA-1 inh: -5; PAFAH1B2 inh: 2; PREPL inh: 14; ZTA DNA inh: -18; pPAFAH inh: 6; PAFAH2 FP inh: 4; LYPLA2 counter: 8; LYPLA1 inh: 2; PAFAH1B3 inh: 12

What do the screens show for `CCOc1ccc(-c2nc(C#N)c(NC3CC3)o2)cc1`?
EBNA-1 inh: 3; PAFAH1B2 inh: 6; PREPL inh: 17; ZTA DNA inh: -15; pPAFAH inh: 2; PAFAH2 FP inh: 8; LYPLA2 counter: 5; LYPLA1 inh: 1; PAFAH1B3 inh: 5

What do the screens show for `COc1ccccc1C1=NN(C(=O)c2ccccc2)C(c2ccc(Br)cc2)C1` (centres undefined)?
EBNA-1 inh: -13; PAFAH1B2 inh: 1; PREPL inh: -5; ZTA DNA inh: 2; pPAFAH inh: -6; PAFAH2 FP inh: 0; LYPLA2 counter: -1; LYPLA1 inh: -7; PAFAH1B3 inh: 3

How did O=C(c1ccc(S(=O)(=O)N2CCCC2)cc1)N1CCN(Cc2ccc3c(c2)OCO3)CC1 do in these assays?
EBNA-1 inh: 0; PAFAH1B2 inh: -3; PREPL inh: -24; ZTA DNA inh: -1; pPAFAH inh: 2; PAFAH2 FP inh: -2; LYPLA2 counter: 5; LYPLA1 inh: -1; PAFAH1B3 inh: 4

What do the screens show for `CCc1ccc(NC(=O)CSc2ccc(-c3cccnc3)nn2)cc1`?
EBNA-1 inh: 4; PAFAH1B2 inh: -8; PREPL inh: -21; ZTA DNA inh: 15; pPAFAH inh: -3; PAFAH2 FP inh: -1; LYPLA2 counter: 2; LYPLA1 inh: 0; PAFAH1B3 inh: -3

What do the screens show for `Cc1ccc(NC(C#N)c2ccccc2OCc2ccccc2)cc1` (centres undefined)?
EBNA-1 inh: -8; PAFAH1B2 inh: 10; PREPL inh: 12; ZTA DNA inh: -5; pPAFAH inh: 5; PAFAH2 FP inh: 2; LYPLA2 counter: 1; LYPLA1 inh: -1; PAFAH1B3 inh: 8

How did CCCCC(=O)Nc1ccc2c(c1)nc(CN1CCN(C(=O)OCC)CC1)n2C do in these assays?
EBNA-1 inh: 2; PAFAH1B2 inh: 2; PREPL inh: 10; ZTA DNA inh: 3; pPAFAH inh: 4; PAFAH2 FP inh: 4; LYPLA2 counter: 1; LYPLA1 inh: 1; PAFAH1B3 inh: 5

Results for CC(=O)N1CC(C)Oc2ccc(S(=O)(=O)Nc3ccc(Cl)cn3)cc21 (centres undefined) ?
EBNA-1 inh: -1; PAFAH1B2 inh: 4; PREPL inh: -2; ZTA DNA inh: 2; pPAFAH inh: 2; PAFAH2 FP inh: 0; LYPLA2 counter: -2; LYPLA1 inh: 4; PAFAH1B3 inh: 8

How did CCOC(=O)C(C)Sc1nc2c([nH]c3ccccc32)c(=O)n1C (centres undefined) do in these assays?
EBNA-1 inh: 6; PAFAH1B2 inh: 1; PREPL inh: 11; ZTA DNA inh: 0; pPAFAH inh: 10; PAFAH2 FP inh: 1; LYPLA2 counter: 3; LYPLA1 inh: 2; PAFAH1B3 inh: 1

How did COc1ccc(CCNC(=O)CCCCCNC(=O)N2CCn3c2nc2ccccc23)cc1OC do in these assays?
EBNA-1 inh: 3; PAFAH1B2 inh: 2; PREPL inh: 5; ZTA DNA inh: 7; pPAFAH inh: 7; PAFAH2 FP inh: 2; LYPLA2 counter: 1; LYPLA1 inh: 5; PAFAH1B3 inh: 0

How did FC(F)(F)Oc1ccc(NC(=S)Nc2ccccc2N2CCOCC2)cc1 do in these assays?
EBNA-1 inh: -8; PAFAH1B2 inh: 10; PREPL inh: 14; ZTA DNA inh: -13; pPAFAH inh: 4; PAFAH2 FP inh: 4; LYPLA2 counter: -3; LYPLA1 inh: -3; PAFAH1B3 inh: 6

Results for NS(=O)(=O)c1ccc(NC(=S)NCc2ccc(Cl)cc2)cc1 ?
EBNA-1 inh: 0; PAFAH1B2 inh: 20; PREPL inh: -63; ZTA DNA inh: -6; pPAFAH inh: 1; PAFAH2 FP inh: -3; LYPLA2 counter: -10; LYPLA1 inh: -7; PAFAH1B3 inh: 8

Source: PubChem BioAssay (The Scripps Research Institute Molecular Screening Center)
